Assay outcomes (PubChem BioAssay)
TROY signal inh = inhibitors of TROY-dependent NF-kB signaling; inhibition, % at 10 µM; AID 1347056; Q293 LMP1-TROYcd NF-kB luciferase reporter, 4 h; 360,000 compounds, 0.98% hits;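 active = compounds whose plate-normalised and pattern-corrected inhibition of the luciferase reporter signal at the single screening dose is 50% or more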
NCOA3 inh = inhibits human SRC3 coactivator; Q9Y6Q9; HEK293 GAL4-SRC3 luciferase reporter, luminescence; inhibition, % at 3.6 µM; 360,000 compounds, 0.17% hits;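 active = inhibition above a per-campaign cutoff, the mean of all compounds plus 3 SD, cut at about 60% in these data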;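 note: 0% = DMSO-treated cells and 100% = gossypol-treated cells at 36 µM; higher means less SRC3-driven luciferase light from the GAL4 reporter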
TRAIL sens C8 = caspase-8 TRAIL sensitization; NB7+C8 cells + TRAIL, ATPlite viability luminescence; inhibition (viability loss, TRAIL sensitization), % at 10 µM; 360,000 compounds, 1% hits;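 active = compounds causing at least 50% loss of cell viability in the single-dose screen, relative to plate controls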
NCOA2 inhibitor = human SRC2 (NCOA2) inhibition | HEK293 GAL4-SRC2 luciferase reporter, luminescence | 370,000 compounds, 0.17% hits | inhibition, % at 9 µM;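 active = inhibition above the mean inhibition of all tested compounds plus 3 SD, set per campaign, cut at about 52% in these data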;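 note: 0% = DMSO treated cells and 100% = cells given Gossypol at 36 µM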
TWEAK-Fn14 inh = inhibitors of TWEAK-Fn14 interaction signaling; AID 1159606; inhibition, % at 10 µM; 360,000 compounds, 2% hits; TWEAK-stimulated Fn14 reporter cells, luciferase luminescence, 8 h; in the data active = inhibition above about 50%
COUP-TFII inh = inhibitors of human COUP-TFII (NR2F2); inhibition, % at 8.6 µM; P24468; HEK293T NGFI-A luciferase reporter, luminescence; AID 686940; 370,000 compounds, 0.7% hits;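 active = inhibition above a per-plate cutoff, mean inhibition of test wells between control levels plus 3 SD, cut at about 38% in these data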;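 note: cells cotransfected with COUP-TFII expression vector driving the NGFI-A reporter; 0% = median of COUP-TF2 test wells and 100% = reporter-only cells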
Target sequence (P24468 whole entry, looked up): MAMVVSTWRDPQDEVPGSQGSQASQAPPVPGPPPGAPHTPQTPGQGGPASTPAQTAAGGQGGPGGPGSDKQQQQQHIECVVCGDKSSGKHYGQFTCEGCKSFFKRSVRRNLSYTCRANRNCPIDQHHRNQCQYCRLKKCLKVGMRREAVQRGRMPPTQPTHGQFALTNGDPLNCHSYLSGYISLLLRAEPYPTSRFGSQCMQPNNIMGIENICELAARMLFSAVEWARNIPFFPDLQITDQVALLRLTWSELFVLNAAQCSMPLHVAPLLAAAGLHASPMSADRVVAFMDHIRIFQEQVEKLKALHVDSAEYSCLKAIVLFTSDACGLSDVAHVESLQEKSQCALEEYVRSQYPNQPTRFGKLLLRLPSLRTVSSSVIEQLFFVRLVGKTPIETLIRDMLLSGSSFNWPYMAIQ
SRC1 inh = inhibitors of human steroid receptor coactivator 1 (SRC1); inhibition, % at 3.6 µM; AID 588354; 360,000 compounds, 0.12% hits; HEK293 GAL4-SRC1 luciferase reporter, luminescence;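 active = inhibition above the campaign mean plus 3 SD, with each screening campaign given its own cutoff, cut at about 60% in these data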;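 note: 0% = DMSO treated cells and 100% = gossypol at 36 µM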
CF NFkB block = blocks PAF-induced NF-kB reporter in cystic fibrosis cells; 360,000 compounds, 0.86% hits; inhibition, % at 5 µM; KKLEB NF-kB-GFP reporter, GFP fluorescence overnight;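 active = at least 50% inhibition at 5 µM, scaled per plate between neutral and stimulator controls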;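 note: PAF is a Pseudomonas aeruginosa culture filtrate used as stimulus; plate controls were PAF-stimulated DMSO wells for no effect and unstimulated DMSO wells for full effect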
LMP1 NFkB inh = reduces LMP1-driven NF-kappaB luciferase signal | LMP1-induced NF-kappaB luciferase reporter cells, luminescence | inhibition, % at 12.5 µM | 350,000 compounds, 0.69% hits | AID 504558; in the data active = inhibition above about 41%;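 note: 0% = neutral control wells and 100% = reference inhibitor control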
NR5A2 inv ag = NR5A2 inverse agonism in reporter assay; O00482; inhibition, % at 3.6 µM; AID 602396; 360,000 compounds, 0.13% hits; HEK293T StAR-luciferase reporter, LRH-1 transfected, 24 h;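 active = inhibition above the mean inhibition of all tested compounds plus 3 SD, cut at about 73% in these data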;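 note: 0% = DMSO wells and 100% = reporter-only cells lacking LRH-1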
Target sequence (O00482 whole entry, looked up): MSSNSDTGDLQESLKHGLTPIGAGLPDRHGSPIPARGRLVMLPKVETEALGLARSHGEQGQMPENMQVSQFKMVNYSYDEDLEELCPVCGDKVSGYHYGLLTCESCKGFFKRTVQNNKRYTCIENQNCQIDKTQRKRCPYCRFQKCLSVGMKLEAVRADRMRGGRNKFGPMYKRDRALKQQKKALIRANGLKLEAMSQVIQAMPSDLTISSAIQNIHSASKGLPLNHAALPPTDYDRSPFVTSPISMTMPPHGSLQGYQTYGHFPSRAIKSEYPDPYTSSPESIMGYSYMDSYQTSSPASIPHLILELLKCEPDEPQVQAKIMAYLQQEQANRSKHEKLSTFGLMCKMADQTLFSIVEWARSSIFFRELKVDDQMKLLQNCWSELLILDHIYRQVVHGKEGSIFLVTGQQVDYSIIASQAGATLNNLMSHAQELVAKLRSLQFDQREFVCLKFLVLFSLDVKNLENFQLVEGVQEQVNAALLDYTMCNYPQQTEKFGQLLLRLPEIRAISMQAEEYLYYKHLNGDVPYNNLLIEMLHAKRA
KKLEB tox = reduces viability of KKLEB cystic fibrosis airway cells; AID 602141; 360,000 compounds, 0.36% hits; KKLEB CF airway cells viability, ATPlite luminescence, overnight; hits give low values; cells stimulated with P. aeruginosa culture filtrate; activity change (cytotoxicity), % at 5 µM;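 active = corrected activity change at or below -50% at 5 µM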
Starred values were filed as active, the others as inactive.

CCCc1noc2c1/C(=N\O)CC(CC(C)SCC)C2 (stereo unspecified) was read as TROY signal inh -28, NCOA3 inh 2, TRAIL sens C8 21, NCOA2 inhibitor -5, TWEAK-Fn14 inh -30, COUP-TFII inh -10, SRC1 inh 3, CF NFkB block 3, LMP1 NFkB inh 1, NR5A2 inv ag 4 and KKLEB tox 14.
Screening COC(=O)NCC(c1ccco1)N1CCN(c2ccc(OC)cc2)CC1 (stereo unspecified) returned TROY signal inh 23, NCOA3 inh 8, TRAIL sens C8 6, NCOA2 inhibitor -19, TWEAK-Fn14 inh -2, COUP-TFII inh -16, SRC1 inh -4, CF NFkB block -6, LMP1 NFkB inh 4, NR5A2 inv ag 0 and KKLEB tox 11.
`CNc1ccc2c3c(cccc13)C(=O)N(C)C2=O` gave TROY signal inh 5, NCOA3 inh 19, TRAIL sens C8 -16, NCOA2 inhibitor -65, TWEAK-Fn14 inh 5, COUP-TFII inh -9, SRC1 inh 16, CF NFkB block -116, LMP1 NFkB inh -8, NR5A2 inv ag -22 and KKLEB tox 8.
`CC12CCC(C(=O)N(NC(=O)c3ccc(O)cc3)C1=O)C2(C)C` (stereo unspecified) gave TROY signal inh -10, NCOA3 inh 19, TRAIL sens C8 9, NCOA2 inhibitor 15, TWEAK-Fn14 inh -13, COUP-TFII inh 0, SRC1 inh 10, CF NFkB block 17, LMP1 NFkB inh -9, NR5A2 inv ag 0 and KKLEB tox -9.
CC(=O)c1n[nH]nc1Nc1nc(C)cc(C)n1 was read as TROY signal inh -4, NCOA3 inh 10, TRAIL sens C8 -1, NCOA2 inhibitor -16, TWEAK-Fn14 inh -8, COUP-TFII inh -3, SRC1 inh -3, CF NFkB block -9, LMP1 NFkB inh 6, NR5A2 inv ag 12 and KKLEB tox -7.
`O=C(Cc1ccccc1)Nc1ccccc1C(=O)Nc1ccccc1` gave TROY signal inh 0, NCOA3 inh 10, TRAIL sens C8 -4, NCOA2 inhibitor -5, TWEAK-Fn14 inh -2, COUP-TFII inh 1, SRC1 inh 15, CF NFkB block 7, LMP1 NFkB inh 5, NR5A2 inv ag 9 and KKLEB tox -2.
`CCc1ccccc1N1CCN(S(=O)(=O)c2cc(OC)ccc2OC)CC1` gave TROY signal inh -7, NCOA3 inh 13, TRAIL sens C8 -2, NCOA2 inhibitor 0, TWEAK-Fn14 inh -8, COUP-TFII inh 19, SRC1 inh -7, CF NFkB block 0, LMP1 NFkB inh -4, NR5A2 inv ag 6 and KKLEB tox 9.
Screening Cc1ccc(CNC(=O)c2ccc(OCC3CCCO3)cc2)cc1 (stereo unspecified) returned TROY signal inh -11, NCOA3 inh 3, TRAIL sens C8 -5, NCOA2 inhibitor -5, TWEAK-Fn14 inh -5, COUP-TFII inh 16, SRC1 inh 0, CF NFkB block -6, LMP1 NFkB inh 2, NR5A2 inv ag 2 and KKLEB tox 7.
For Cc1cnc(C(=O)OCC(=O)Nc2ccc(Cl)cc2)cn1 the results were TROY signal inh -7, NCOA3 inh 3, TRAIL sens C8 8, NCOA2 inhibitor -17, TWEAK-Fn14 inh -24, COUP-TFII inh -13, SRC1 inh -9, CF NFkB block 5, LMP1 NFkB inh -12, NR5A2 inv ag -10 and KKLEB tox 3.
CCOC(=O)c1ccc(NC(=O)c2cccnc2)cc1 was read as TROY signal inh -43, NCOA3 inh -78, TRAIL sens C8 -20, NCOA2 inhibitor -11, TWEAK-Fn14 inh 7, COUP-TFII inh -22, SRC1 inh -30, CF NFkB block -2, LMP1 NFkB inh -19, NR5A2 inv ag -14 and KKLEB tox -7.
`CCOc1ccc(NC(=O)NCCCN2CCCC2)cc1` gave TROY signal inh -7, NCOA3 inh -16, TRAIL sens C8 -10, NCOA2 inhibitor 2, TWEAK-Fn14 inh 90*, COUP-TFII inh 14, SRC1 inh -4, CF NFkB block 7, LMP1 NFkB inh -6, NR5A2 inv ag -4 and KKLEB tox -8.
For Cc1cccc(C)c1NC(=O)Cn1nnc(C(=O)Nc2ccc(F)cc2F)c1N the results were TROY signal inh 4, NCOA3 inh 5, TRAIL sens C8 -1, NCOA2 inhibitor -2, TWEAK-Fn14 inh -25, COUP-TFII inh -5, SRC1 inh 19, CF NFkB block 7, LMP1 NFkB inh -2, NR5A2 inv ag 8 and KKLEB tox 4.
For C/C(=N\Nc1ccc(Cl)c(C(=O)O)c1)c1cccc([N+](=O)[O-])c1 the results were TROY signal inh -50, NCOA3 inh -27, TRAIL sens C8 -5, NCOA2 inhibitor -26, TWEAK-Fn14 inh -6, COUP-TFII inh -10, SRC1 inh -28, CF NFkB block -8, LMP1 NFkB inh -8, NR5A2 inv ag -56 and KKLEB tox 7.
C=CCNC(=O)/C(C#N)=C/c1ccccc1Cl was read as TROY signal inh -66, NCOA3 inh 8, TRAIL sens C8 -3, NCOA2 inhibitor -9, TWEAK-Fn14 inh -29, COUP-TFII inh -16, SRC1 inh -4, CF NFkB block -3, LMP1 NFkB inh -27, NR5A2 inv ag 0 and KKLEB tox 3.
For CN(CC(=O)Nc1ccc(F)cc1)C(=O)COC(=O)c1nc(Cl)ccc1Cl the results were TROY signal inh -5, NCOA3 inh -6, TRAIL sens C8 -3, NCOA2 inhibitor 5, TWEAK-Fn14 inh 8, COUP-TFII inh 4, SRC1 inh -3, CF NFkB block 5, LMP1 NFkB inh -4, NR5A2 inv ag -19 and KKLEB tox -6.
Screening Cc1ccc(NC(=O)C2CCN(c3ncnc4sc(C)c(C)c34)CC2)cc1S(=O)(=O)N(C)C returned TROY signal inh 51*, NCOA3 inh 35, TRAIL sens C8 23, NCOA2 inhibitor 4, TWEAK-Fn14 inh 55*, COUP-TFII inh 48*, SRC1 inh 24, CF NFkB block 17, LMP1 NFkB inh -5, NR5A2 inv ag -3 and KKLEB tox -20.
`O=C(/C=C\c1ccco1)c1ccc(NC(=O)c2ccco2)cc1` gave TROY signal inh 10, NCOA3 inh -48, TRAIL sens C8 12, NCOA2 inhibitor -58, TWEAK-Fn14 inh 1, COUP-TFII inh -50, SRC1 inh -49, CF NFkB block 21, LMP1 NFkB inh -1, NR5A2 inv ag -78 and KKLEB tox -7.
Screening CC(C)N(C(=O)[C@H]1C[C@H](CC(=O)NCc2cccc(C(F)(F)F)c2)C(=O)N2CCc3c([nH]c4cc(CCC(=O)N(C)C)ccc34)[C@]12C)C(C)C returned TROY signal inh 0, NCOA3 inh 11, TRAIL sens C8 1, NCOA2 inhibitor 24, TWEAK-Fn14 inh 3, COUP-TFII inh -7, SRC1 inh -14, CF NFkB block 17, LMP1 NFkB inh 3, NR5A2 inv ag 1 and KKLEB tox 5.
Cc1cc(C(=O)N2CCOCC2)c(C)o1 was read as TROY signal inh -14, NCOA3 inh -2, TRAIL sens C8 -3, NCOA2 inhibitor -4, TWEAK-Fn14 inh 9, COUP-TFII inh -16, SRC1 inh -4, CF NFkB block -5, LMP1 NFkB inh -6, NR5A2 inv ag -6 and KKLEB tox 13.
Screening O=C(CCCCn1c(=O)c2ccccc2n(CC(=O)Nc2cccc(F)c2)c1=O)NCc1ccco1 returned TROY signal inh -12, NCOA3 inh -7, TRAIL sens C8 6, NCOA2 inhibitor -7, TWEAK-Fn14 inh 3, COUP-TFII inh 7, SRC1 inh -6, CF NFkB block -1, LMP1 NFkB inh -7, NR5A2 inv ag 14 and KKLEB tox 1.
Screening Cc1cc(NC(=O)/C=C\C(=O)O)c([N+](=O)[O-])cc1C returned TROY signal inh 11, NCOA3 inh 3, TRAIL sens C8 -3, NCOA2 inhibitor -5, TWEAK-Fn14 inh -7, COUP-TFII inh -11, SRC1 inh 2, CF NFkB block -3, LMP1 NFkB inh -6, NR5A2 inv ag 0 and KKLEB tox 2.
For CC(C)CCN(C(=O)c1cn2ccccc2n1)c1c(N)n(Cc2ccccc2)c(=O)[nH]c1=O the results were TROY signal inh 0, NCOA3 inh 0, TRAIL sens C8 -3, NCOA2 inhibitor -21, TWEAK-Fn14 inh -12, COUP-TFII inh -18, SRC1 inh -29, CF NFkB block 27, LMP1 NFkB inh -4, NR5A2 inv ag 12 and KKLEB tox -17.
`C=CCn1c(SCC(=O)Nc2nncs2)nnc1-c1ccco1` gave TROY signal inh -15, NCOA3 inh 20, TRAIL sens C8 -15, NCOA2 inhibitor -2, TWEAK-Fn14 inh -9, COUP-TFII inh 12, SRC1 inh -10, CF NFkB block 13, LMP1 NFkB inh 3, NR5A2 inv ag -7 and KKLEB tox 13.
For Cn1c(N)c(C(=O)COC(=O)c2cc(C3CC3)nc3ccccc23)c(=O)n(Cc2ccccc2)c1=O the results were TROY signal inh 15, NCOA3 inh -9, TRAIL sens C8 -11, NCOA2 inhibitor -5, TWEAK-Fn14 inh 6, COUP-TFII inh 12, SRC1 inh -6, CF NFkB block 12, LMP1 NFkB inh 1, NR5A2 inv ag 26 and KKLEB tox -21.
For O=C(NC1CCS(=O)(=O)C1)c1ccc(S(=O)(=O)NCC2CCCO2)cc1 (stereo unspecified) the results were TROY signal inh 2, NCOA3 inh 7, TRAIL sens C8 -25, NCOA2 inhibitor -3, TWEAK-Fn14 inh 17, COUP-TFII inh 0, SRC1 inh 6, CF NFkB block -13, LMP1 NFkB inh 2, NR5A2 inv ag -11 and KKLEB tox 4.
CCOCCCNC(=O)C1CCN(S(=O)(=O)N2CCCC2)CC1 was read as TROY signal inh -2, NCOA3 inh -17, TRAIL sens C8 -3, NCOA2 inhibitor 4, TWEAK-Fn14 inh 18, COUP-TFII inh -7, SRC1 inh 4, CF NFkB block 5, LMP1 NFkB inh -7, NR5A2 inv ag 9 and KKLEB tox 13.
CN(C)c1ncc(S(=O)(=O)c2ccccc2)c(-c2ccc(Cl)cc2Cl)n1 was read as TROY signal inh -15, NCOA3 inh 15, TRAIL sens C8 -7, NCOA2 inhibitor 7, TWEAK-Fn14 inh 13, COUP-TFII inh 20, SRC1 inh 11, CF NFkB block 3, LMP1 NFkB inh -8, NR5A2 inv ag 14 and KKLEB tox 1.
`COc1ccc(N2CCN(C(=O)Cn3ncc4c([nH]c5ccccc54)c3=O)CC2)cc1` gave TROY signal inh -5, NCOA3 inh 4, TRAIL sens C8 -1, NCOA2 inhibitor -12, TWEAK-Fn14 inh 9, COUP-TFII inh 9, SRC1 inh -6, CF NFkB block 43, LMP1 NFkB inh -12, NR5A2 inv ag -13 and KKLEB tox -9.
For O=C(CSc1cn(Cc2ccccc2)c2ccccc12)N1CCOCC1 the results were TROY signal inh -62, NCOA3 inh -35, TRAIL sens C8 5, NCOA2 inhibitor -54, TWEAK-Fn14 inh -18, COUP-TFII inh -55, SRC1 inh -18, CF NFkB block -29, LMP1 NFkB inh -24, NR5A2 inv ag -80 and KKLEB tox -3.
Screening COc1cc(NS(=O)(=O)c2ccc(NC(=O)NC3CCCCC3)cc2)nc(OC)n1 returned TROY signal inh -2, NCOA3 inh 10, TRAIL sens C8 0, NCOA2 inhibitor 8, TWEAK-Fn14 inh 0, COUP-TFII inh -1, SRC1 inh 0, CF NFkB block 7, LMP1 NFkB inh -5, NR5A2 inv ag -15 and KKLEB tox -6.
